High-throughput results (PubChem)
NF-kB expr up: raises NF-kB expression in human neuronal cells. NF-kB reporter expression; active compounds read high. fold change at 12.5 µM. 1.6% of 190,000 active; in the data active means fold change above about 3.3
APP 5'UTR act: APP 5'UTR luciferase reporter activation. SH-SY5Y APP 5'UTR luciferase reporter, luminescence; zero percent = DMSO vehicle wells. activation, % at 2 µM. 1% of 190,000 active;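 active means activation above a set limit, based on mean plus 3 SD of controls, cut at about 140% in these data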; further: values of inactives mirror those of a sister screen read the other way
APP transl inh: APP translation inhibition; 0.82% of 190,000 active; inhibition, % at 2 µM; SH-SY5Y APP 5'UTR-luciferase reporter, luminescence;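 active means inhibition above a set limit, derived from the sample mean plus 3 SD, cut at about 45% in these data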; further: values of inactives mirror those of a sister screen read the other way
TLR4 MyD88 comp: inhibitors of human TLR4-MyD88 binding | HeLa CL3-4 TLR4/MyD88 BLA complementation, FRET ratio | AID 861 | inhibition, % at 8.4 µM | 0.18% of 200,000 active | O00206+Q99836; in the data active means inhibition above about 25%;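 further: 0% = vehicle and 100% = reference inhibitor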
Diaph act CS: counter-screen for diaphorase-based assays: diaphorase activators and chemical reducers. activation factor at 20 µM. 0.005% of 190,000 active. AID 1229. Diaphorase/resazurin coupled assay, resorufin fluorescence, 16 min; active compounds read high; 1 = vehicle wells, 0 = NADH-free wells;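 active means diaphorase activity raised at least twofold by the compound at 20 µM; inactive means activation factor below 2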
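System – purified diaphorase enzyme from Clostridium kluyveri · Input – enzyme 0.07 U/mL final · Also added – final NADH 0.114 mM, resazurin 0.1 mM · Measured by – fluorescence of resorufin, 544 nm excitation, 590 nm emission · Timing – 16 min enzyme reaction, ambient temperature · Measure – resorufin increase flagging diaphorase activators or reducers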
FLuc stim CS: firefly luciferase counter-screen for stimulation assays; P08659; ATPlite luciferase biochemical, luminescence, 10 min; 0 = ATP-free wells, 1 = DMSO control; activation factor at 10 µM; 200,000 tested, under 10 active; AID 1027;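 active means luciferase activation factor, scaled between plate controls, of at least 2 with compound at 10 µM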
Target sequence (P08659 whole entry, looked up): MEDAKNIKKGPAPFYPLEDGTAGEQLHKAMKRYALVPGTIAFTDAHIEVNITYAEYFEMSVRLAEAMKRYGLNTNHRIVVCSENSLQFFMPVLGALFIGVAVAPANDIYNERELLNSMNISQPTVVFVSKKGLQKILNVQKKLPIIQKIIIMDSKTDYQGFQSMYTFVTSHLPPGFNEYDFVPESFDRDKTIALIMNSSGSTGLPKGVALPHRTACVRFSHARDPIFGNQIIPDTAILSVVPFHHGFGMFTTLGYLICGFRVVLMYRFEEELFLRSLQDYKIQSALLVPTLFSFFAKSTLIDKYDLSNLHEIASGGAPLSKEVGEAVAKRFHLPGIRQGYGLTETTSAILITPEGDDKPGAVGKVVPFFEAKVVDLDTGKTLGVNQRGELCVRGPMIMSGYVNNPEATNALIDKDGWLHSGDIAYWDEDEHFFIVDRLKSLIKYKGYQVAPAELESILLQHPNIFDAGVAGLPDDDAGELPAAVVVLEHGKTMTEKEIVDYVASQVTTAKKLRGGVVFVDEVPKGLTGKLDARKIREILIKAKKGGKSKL
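System: Luciferase/luciferin detection reagent, cell-free biochemical luciferase assay | Medium: PBS buffer for ATP | Dosing: Test compounds dosed from 2 mM stocks in 100% DMSO | Timing: 10 min at ambient temperature | Signal: Luminescence measurement of luciferase light output | Evaluation: Luciferase activation, seen as luminescence increase over controls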
G6PDH CS: inhibits Leuconostoc G6PDH, flagging false hits in G6PDH-based assays; Purified L. mesenteroides G6PDH, diaphorase/resazurin coupled fluorescence, 45 min; inhibition, % at 5 µM; 0.12% of 200,000 active; AID 1020; in the data active means inhibition above about 50%
Diaph inh CS: counter-screen for diaphorase-based assays: diaphorase inhibitors and chemical oxidizers | inhibition, % at 20 µM | diaphorase resazurin-to-resorufin fluorescence, NADH, 16 min; bacterial (C. kluyveri) enzyme, not human | 0.69% of 190,000 active;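 active means primary screen inhibition at 20 µM above a set limit, cut at about 50% in these data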;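 further: plate controls were DMSO with full reaction for no effect and wells lacking NADH for full effect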
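Benchmarks: positive control wells lacking NADH, neutral wells with DMSO only. System: bacterial diaphorase enzyme (C. kluyveri). Input: 0.14 U/mL diaphorase, enzyme working solution. Detection: resorufin fluorescence, excitation 544 nm, emission 590 nm. Times: 16-min room-temperature incubation before reading.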
STAT1 act: activators of IFN-gamma induced STAT1 signaling. NIH 3T3 STAT1-luciferase reporter, luminescence; 100% = IFN-gamma alone, no compound. activation (% of control), % at 5.5 µM. 2.6% of 200,000 active;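 active means activation above the screen-wide mean activation plus 3 SD, cut at about 130% in these data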;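 further: raw ratio to IFN-gamma control signal so 100% means no change and 0% no light; values of inactives mirror those of a sister screen read the other way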
FLuc inh counter: Photinus pyralis luciferase inhibition counter-screen; P08659; ATPLite firefly luciferase biochemical luminescence, 10 min; inhibition, % at 10 µM; 1.5% of 200,000 active;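 active means inhibition above about 50% when tested at 10 µM, limit read from the data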
Numbers without * were called inactive; . = no result given.

SMILES | NF-kB expr up | APP 5'UTR act | APP transl inh | TLR4 MyD88 comp | Diaph act CS | FLuc stim CS | G6PDH CS | Diaph inh CS | STAT1 act | FLuc inh counter
O=C(COC(=O)c1ccco1)NCc1ccc(F)cc1 | 1.2 | 7 | -7 | 8 | 1 | 1.1 | 11 | 3 | 104 | -7
Cc1c(Cl)c(C(=O)N2CCCc3ccccc32)nn1C | 1.4 | 8 | -8 | -4 | 0.9 | 1 | 3 | 9 | 105 | 2
CC1=C(C(=O)Nc2cccnc2)C(c2cccnc2)n2nc(-c3cccs3)nc2N1 (stereo not drawn) | 0.79 | 0 | 0 | 0 | 1 | 1.1 | 3 | 0 | 99 | -7
CC(C)Cn1c(N)c(C(=O)COC(=O)C2CC(=O)N(Cc3ccccc3Cl)C2)c(=O)n(C)c1=O (stereo not drawn) | 0.56 | 8 | -8 | -4 | 1 | 1.1 | 0 | 5 | 79 | -6
O=C(Nn1c(-c2ccc(Br)cc2)nc2ccccc2c1=O)c1ccncc1 | 1.2 | -4 | 4 | 4 | 1 | 1 | 9 | 3 | 106 | -5
Cc1ccc(C(=O)N2N=C(c3ccccc3)CC2(O)C(F)(F)F)o1 (stereo not drawn) | 1.2 | -8 | 8 | 1 | 0.9 | 1.1 | 19 | 11 | 93 | -9
Cc1ccc(Cn2c(O)c(N=NC(=S)Nc3ccccc3F)c3ccccc32)cc1 | 0.69 | -22 | 22 | -12 | 1 | 1.1 | 1 | 3 | 99 | -7
CCOC(=O)c1sc(NC(C)=O)nc1-c1ccccc1 | 1.1 | -12 | 12 | -17 | 0.9 | 1.1 | 10 | 13 | 85 | -8
Cc1ccc(S(=O)(=O)N2c3cc(C)ccc3OCC2C(C)(C)C)cc1 (stereo not drawn) | 0.95 | . | . | -1 | 0.9 | 1.1 | 6 | 8 | 102 | -8
CC(C)C[C@@H]1NC(=O)N(CCN2CCOCC2)C1=O | 0.97 | 4 | -4 | 6 | 0.9 | 1 | 1 | 5 | 100 | -4
C(#Cc1ccccc1)CN1CCOCC1 | 1 | -3 | 3 | 6 | 0.9 | 1.1 | 2 | 9 | 104 | -8
C/C(=N\OC(=O)c1cccc(Cl)c1)c1sc(C)nc1C | 1.3 | 2 | -2 | 1 | 0.9 | 0.9 | 7 | 12 | 105 | 15
CCOC(=O)c1nnc(-c2ccc(C)cc2)nc1Oc1ccc(Cl)cc1Cl | 1.1 | 24 | -24 | -3 | 0.7 | 0.9 | 3 | 30 | 108 | 9
Cc1sc2ncn(CC(=O)N3CCCCC3)c(=O)c2c1C | 1.2 | -3 | 3 | 16 | 0.9 | 1 | 1 | 10 | 108 | -2
Cc1ccc(-c2nc3ccc(NS(=O)(=O)c4ccccc4)cc3[nH]2)o1 | 1.8 | 80 | -80 | -11 | 0.9 | 0.8 | 5 | 5 | 116 | 20
CCCS(=O)(=O)N1CCCC(C(=O)NC(C)c2ccc3c(c2)OCCO3)C1 (stereo not drawn) | 1.1 | 10 | -10 | -1 | 0.9 | 1.1 | -4 | 11 | 101 | -7
CCCCC(=O)NS(=O)(=O)c1ccc(N=NN(CC)CC)cc1 | 0.97 | 15 | -15 | -12 | 0.9 | 1 | 7 | 6 | 100 | -5
CC1CN=C(N(C(=O)Nc2ccccc2)c2ccc(S(=O)(=O)N3CCOCC3)cc2)S1 (stereo not drawn) | 1.5 | 8 | -8 | 3 | 1 | 1 | -36 | -3 | 97 | -4
CN(C)c1ccc(/C=N/n2c(-c3cccnc3)n[nH]c2=S)cc1 | 1.1 | 3 | -3 | -7 | 0.3 | 0.8 | 7 | 72* | 97 | 18
O=c1cc(-c2ccc(O)c(O)c2)oc2c(C3O[C@H](CO)[C@@H](O)[C@H](O)[C@H]3O)c(O)cc(O)c12 (stereo partly drawn) | 1.1 | -3 | 3 | -4 | 0.5 | 1 | 36 | 49 | 96 | -5

Overlap with the part before: 5 entries, followed by the next part.
SMILES | NF-kB expr up | APP 5'UTR act | APP transl inh | TLR4 MyD88 comp | Diaph act CS | FLuc stim CS | G6PDH CS | Diaph inh CS | STAT1 act | FLuc inh counter
CCCS(=O)(=O)N1CCCC(C(=O)NC(C)c2ccc3c(c2)OCCO3)C1 (stereo not drawn) | 1.1 | 10 | -10 | -1 | 0.9 | 1.1 | -4 | 11 | 101 | -7
CCCCC(=O)NS(=O)(=O)c1ccc(N=NN(CC)CC)cc1 | 0.97 | 15 | -15 | -12 | 0.9 | 1 | 7 | 6 | 100 | -5
CC1CN=C(N(C(=O)Nc2ccccc2)c2ccc(S(=O)(=O)N3CCOCC3)cc2)S1 (stereo not drawn) | 1.5 | 8 | -8 | 3 | 1 | 1 | -36 | -3 | 97 | -4
CN(C)c1ccc(/C=N/n2c(-c3cccnc3)n[nH]c2=S)cc1 | 1.1 | 3 | -3 | -7 | 0.3 | 0.8 | 7 | 72* | 97 | 18
O=c1cc(-c2ccc(O)c(O)c2)oc2c(C3O[C@H](CO)[C@@H](O)[C@H](O)[C@H]3O)c(O)cc(O)c12 (stereo partly drawn) | 1.1 | -3 | 3 | -4 | 0.5 | 1 | 36 | 49 | 96 | -5
CCC(=O)N1C(Cc2ccccc2)COC1(C)C (stereo not drawn) | 1.1 | 28 | -28 | -11 | 0.9 | 1.1 | 3 | 12 | 101 | -7
O=C1CCCc2ccccc2N1Cc1cccc(F)c1 | 1.1 | -9 | 9 | -3 | 1.1 | 1 | 16 | -14 | 100 | -5
CCOC(=O)c1c(-c2ccc(-c3ccccc3)cc2)csc1NC(=O)c1cccc(N2C(=O)CCC2=O)c1 | 0.94 | -2 | 2 | -6 | 1 | 1 | -3 | 0 | 92 | 0
COc1ccc(C2CC(c3ccc(OC)cc3)n3nc(N)nc3N2)cc1 (stereo not drawn) | . | 0 | 0 | 8 | 0.9 | 1 | -1 | 12 | 105 | -3
CC(C)Cc1nnc(NC(=O)CSc2nc(N)cc(=O)[nH]2)s1 | 0.92 | . | . | 0 | 1 | 1.1 | 4 | 5 | 104 | -6
CCN(CC)S(=O)(=O)c1ccc(OC)c(NC(=O)c2cc([N+](=O)[O-])ccc2Cl)c1 | 1 | 3 | -3 | -7 | 0.9 | 1 | 3 | 12 | 84 | -2
CC(=O)Nc1ccc(N2CCN(C(C)=O)CC2)cc1 | 1.2 | -1 | 1 | 0 | 1 | 1 | 11 | -1 | 92 | -3
CCOC(=O)C(C)n1cnc2sc(C)c(C)c2c1=O (stereo not drawn) | 1.1 | -8 | 8 | -5 | 0.9 | 1 | 4 | 6 | 105 | 1
O=C1C2C3C=CC(C3)C2C(=O)N1Cc1ccccc1 (stereo not drawn) | 1.1 | 23 | -23 | 14 | 0.9 | 1 | 15 | 6 | 106 | -2
O=C(NC1=NCCS1)c1ccc(Cl)c(S(=O)(=O)N2CCCC2)c1 | 1.2 | -1 | 1 | -14 | 1 | 1 | -3 | -3 | 97 | 2
Cc1cc2ccccc2n2c(SCC(=O)Nc3ccc(S(=O)(=O)N4CCC(C)CC4)cc3)nnc12 | 0.68 | 33 | -34 | 7 | 0.7 | 1 | -19 | 34 | 97 | 0
Cc1nc(Nc2ccc(S(N)(=O)=O)cc2)oc1C | 1.1 | 1 | -1 | -6 | 0.8 | 1.1 | -2 | 16 | 102 | -10
Cc1onc(C(=O)N2CCN(C(c3ccccc3)c3ccccc3)CC2)c1[N+](=O)[O-] | 0.12 | 16 | -16 | 0 | 0.8 | 1.1 | 18 | 16 | 97 | -14
CCOC(=O)Cc1csc(-n2sc3ccccc3c2=O)n1 | 1.4 | 3 | -4 | 13 | 0.8 | 1 | 7 | 20 | 93 | 4
C=CCc1ccccc1OCC(O)CN1CCN(CCN2C(=O)c3cccc4cccc(c34)C2=O)CC1 (stereo not drawn) | 0.47 | 5 | -5 | 2 | 1.2 | 1 | -5 | -16 | 89 | -3
CCOC1=NN(c2ncc(C(F)(F)F)cc2Cl)C(=O)/C1=C/N(C)C | 1.1 | -11 | 11 | -6 | 0.9 | 1 | 0 | 13 | 95 | -2
Cc1c(NC(=O)c2c(O)c3ccccc3n(C)c2=O)c(=O)n(-c2ccccc2)n1C | 0.98 | 5 | -5 | -14 | 1.2 | 1 | 11 | -16 | 98 | -3
Cc1cc(=O)oc2c(C(=O)/C=C/c3ccccc3)c(O)ccc12 | 2.5 | -8 | 8 | 1 | 1 | 1 | 10 | -2 | 97 | 2
COc1cc(NC(=O)NS(=O)(=O)c2ccc(C)cc2)cc(OC)c1 | 1.2 | 7 | -6 | 12 | 0.6 | 1 | 27 | 35 | 108 | 1
N/C(=N\OS(=O)(=O)c1ccc2ccccc2c1)c1cccnc1 | . | 6 | -6 | -14 | 0.9 | 1.1 | -4 | 5 | 95 | -6
Cc1nn(Cc2ccc(Cl)cc2)c(C)c1NC(=O)CCCn1nc([N+](=O)[O-])c(Cl)c1C | 1.4 | -9 | 9 | 4 | 0.9 | 1.1 | -8 | 13 | 92 | -7
COc1ccccc1OCC(=O)N/N=C1\CCc2ccccc21 | 1.6 | 27 | -27 | -7 | 0.8 | 0.9 | 11 | 17 | 119 | 11
Cc1cccc(OCc2n[nH]c(=S)o2)c1 | 0.95 | 0 | 0 | 2 | 0.8 | 0.9 | 5 | 16 | 96 | 6
O=C(Nc1ccc(Cl)cc1Cl)c1n[nH]c(Cn2cncn2)n1 | 1.2 | 28 | -28 | 0 | 1 | 0.4 | 7 | 4 | 94 | 64*
Cc1ccc(CS(=O)(=O)CCC(=O)NCCN(C)Cc2ccccc2)cc1 | 1 | 6 | -6 | -19 | 1 | 1 | 0 | 1 | 97 | -4
O=C(CN1CCCCCCC1)NC(=O)NC1CCCCC1 | 1.1 | -8 | 8 | 12 | 1 | 1 | 5 | -3 | 100 | -1
COc1ccc(C(=O)Nc2cccc(C(C)=O)c2)cc1S(=O)(=O)N1CCOCC1 | 1 | 8 | -8 | 0 | 0.9 | 1.1 | -1 | 7 | 99 | -5
Cn1cc(S(=O)(=O)N2CCN(c3ccccc3F)CC2)c(=O)n(C)c1=O | 1.1 | 3 | -3 | 2 | 1 | 1.1 | 0 | 2 | 102 | -8
Cc1cccc(-c2nc3c(c(SCC(=O)N4CCOCC4)n2)CCCC3)c1 | 0.78 | -25 | 25 | 12 | 0.8 | 1 | -2 | 24 | 103 | -2
CCOC(=O)N1CCN(C2CC(=O)N(c3ccc(Oc4ccccc4)cc3)C2=O)CC1 (stereo not drawn) | 1.2 | 2 | -2 | 10 | 1 | 1 | 0 | 3 | 94 | 2
CC(C)C12CN3CC(C(C)C)(CN(C1)C3c1ccccc1O)C2=O (stereo not drawn) | 0.96 | 7 | -8 | -1 | 0.9 | 1 | -2 | 13 | 101 | -2
O=c1c2ccccc2[nH]c(=S)n1Cc1cccnc1 | 1.1 | -46 | 56* | 0 | 0.8 | 1.1 | 8 | 17 | 100 | -7
O=C(NCC1CC1)c1ccc(Nc2nc3ccc(Br)cc3[nH]2)cc1 | 0.93 | 3 | -3 | -8 | 0.8 | 1 | 0 | 24 | 98 | -5
CCC(=O)c1ccc(OCCSc2ncccn2)cc1 | 2.9 | 102 | -102 | -15 | 1 | 0.9 | 6 | -4 | 124 | 6

Not a hit list (roughly 5.6% active in at least one column).
